M4 PAM = CHRM4 positive allosteric modulation; P08173; CHO-K1 hM4/Gqi5, Fluo-8 calcium fluorescence, ACh EC20; 0% = ACh EC20, 100% = maximal ACh; activation, % at 3 µM; AID 624126; hit rate 0.4% among 360,000;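 active = activation above its plate's cutoff, the mean activation of sample wells plus 3 SD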; also: some results filed as inactive read as strong as hits
MEKK3 PB1 HTS = MEKK3-MEK5 PB1 interaction, increase or decrease | hit rate 1.4% among 290,000 | bead-based flow cytometry, Alexa488-MEK5 binding to MEKK3; actives lie on both sides; 0 = blocked by unlabeled MEK5, 100 = vehicle | Q99759 | binding response (% of control), % at 10 µM;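 active = binding response more than 3 SD above or below the average of its plate-row segment, actives on both sides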;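 also: Alexa488 bead fluorescence after subtracting the streptavidin-only scavenger bead signal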
Target sequence (Q99759 whole entry, looked up): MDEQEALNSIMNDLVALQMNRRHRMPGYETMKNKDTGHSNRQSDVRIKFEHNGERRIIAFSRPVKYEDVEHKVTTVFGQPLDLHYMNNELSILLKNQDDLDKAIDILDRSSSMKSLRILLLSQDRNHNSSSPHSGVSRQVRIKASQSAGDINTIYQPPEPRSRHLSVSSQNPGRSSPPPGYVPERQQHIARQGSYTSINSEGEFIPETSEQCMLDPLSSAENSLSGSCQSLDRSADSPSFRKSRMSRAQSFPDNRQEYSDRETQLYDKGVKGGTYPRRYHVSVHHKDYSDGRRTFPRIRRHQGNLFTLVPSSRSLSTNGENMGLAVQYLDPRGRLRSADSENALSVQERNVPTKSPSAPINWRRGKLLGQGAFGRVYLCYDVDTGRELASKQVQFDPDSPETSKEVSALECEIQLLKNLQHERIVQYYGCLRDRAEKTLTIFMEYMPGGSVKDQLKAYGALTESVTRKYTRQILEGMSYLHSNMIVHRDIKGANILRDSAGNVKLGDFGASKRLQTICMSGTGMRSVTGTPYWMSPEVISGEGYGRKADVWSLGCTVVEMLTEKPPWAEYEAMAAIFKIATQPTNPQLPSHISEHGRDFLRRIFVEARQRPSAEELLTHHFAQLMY
CRFR2-BP ag = agonists of human CRF-binding protein/CRF-R2 receptor complex; HEK293 CRF-R2/CRF-BP, calcium dye fluorescence (FLIPR); percent of saturating CRF peptide response; activation, % at 13.2 µM; hit rate 0.46% among 350,000; AID 588473;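 active = activation of at least 50%, plus an integration ratio under a set limit after plate pattern correction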;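 also: plate controls were neutral control wells without compound for no effect and CRF at EC100 for full effect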
PHOSPHO1 block = inhibitors of human PHOSPHO1 phosphatase. Q8TCT1. recombinant PHOSPHO1, absorbance phosphatase assay. inhibition, % at 13.3 µM. hit rate 1.1% among 290,000. AID 1565; in the data active = inhibition above about 60%
Target sequence (Q8TCT1 whole entry, looked up): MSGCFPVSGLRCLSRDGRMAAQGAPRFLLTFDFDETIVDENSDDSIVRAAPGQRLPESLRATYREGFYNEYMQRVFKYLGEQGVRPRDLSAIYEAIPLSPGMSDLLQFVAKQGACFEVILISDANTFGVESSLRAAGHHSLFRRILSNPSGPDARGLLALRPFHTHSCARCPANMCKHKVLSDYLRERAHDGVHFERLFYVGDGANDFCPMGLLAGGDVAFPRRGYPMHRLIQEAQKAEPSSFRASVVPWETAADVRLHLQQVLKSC
GalR3 antagonist = blocks the human galanin receptor 3; HEK293 GalR3-CNG cAMP membrane potential fluorescence; galR3 body fused to GalR1 C-terminus; hit rate 0.44% among 360,000; AID 651719; inhibition, % at 3 µM; O60755;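 active = inhibition above the screen-wide average plus 3 SD, cut at about 13% in these data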;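 also: forskolin and galanin both at EC90 stimulate the cells; cAMP rise reported by CNG channel membrane potential dye signal; 0% = forskolin plus galanin with DMSO and 100% = forskolin alone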
IDE inh = inhibitors of human insulin-degrading enzyme in cells. AID 434962. HEK cells, FAbetaB cleavage, fluorescence polarization. hit rate 0.41% among 320,000. P14735. inhibition, % at 5.59 µM;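 active = percent inhibition above the average of all tested compounds plus 3 SD, set per screening campaign, cut at about 16% in these data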;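 also: IDE supplied by intact live HEK cells; FP after avidin binding of uncleaved biotin substrate so inhibition keeps polarization high; 0% = DMSO wells and 100% = 60 µM reference IDE inhibitor Ii1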
p-CIP stab down = p/CIP protein destabilization | Q05BA5 | F442A p/CIP-EGFP cells, EGFP fluorescence, 16 h | decrease of EGFP signal, % at 10 µM | hit rate 0.01% among 290,000 | AID 1984;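 active = EGFP signal decrease of at least 30% at 10 µM or well 3 SD below plate mean, unless failing retest; inactive = the rest, including hits failing retest or dose response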; also: some compounds called inactive have numbers as strong as hits; many of its hits are not listed in these tables
IDE act = IDE (human) activation, cell-based. activation, % at 5.96 µM. P14735. hit rate 0.073% among 340,000. HEK cells, FAbeta-B cleavage, fluorescence polarization; 0% vehicle, 100% cell-free pure enzyme wells;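 active = activation above the mean of all tested compounds plus 3 SD, set per screening campaign, cut at about 17% in these data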
CRFR2-BP antag = antagonists of CRF-binding protein/CRF-R2 receptor complex. HEK293 CRF-R2/CRF-BP, CRF-induced calcium fluorescence. inhibition, % at 11.8 µM. hit rate 0.59% among 350,000;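 active = inhibition of the ligand-induced calcium signal above about 50% at the single tested concentration, limit read from the data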
* = called active by the depositor; · = no result given; [ ] = remark or other dose.

Sample of the layout:
SMILES | M4 PAM | MEKK3 PB1 HTS | CRFR2-BP ag | PHOSPHO1 block | GalR3 antagonist | IDE inh | p-CIP stab down | IDE act | CRFR2-BP antag
CC(=O)Nc1ccc(NC(=O)C(C)OC(=O)CCCOc2ccc(Cl)c(C)c2)cc1 (centres undefined) | -10 | 102 | 0.7 | 33 | -2 | -4 | 16 | 2 | 4
COc1ccc(CCNC(=O)COC(=O)c2sc(C)nc2C)cc1 | 0 | · | 0.1 | · | -6 | 1 | · | 1 | -2

Results, from the start:
SMILES | M4 PAM | MEKK3 PB1 HTS | CRFR2-BP ag | PHOSPHO1 block | GalR3 antagonist | IDE inh | p-CIP stab down | IDE act | CRFR2-BP antag
CC(=O)Nc1ccc(NC(=O)C(C)OC(=O)CCCOc2ccc(Cl)c(C)c2)cc1 (centres undefined) | -10 | 102 | 0.7 | 33 | -2 | -4 | 16 | 2 | 4
COc1ccc(CCNC(=O)COC(=O)c2sc(C)nc2C)cc1 | 0 | · | 0.1 | · | -6 | 1 | · | 1 | -2
O=C(O)COc1c(-c2ccc(Cl)cc2)oc2ccccc2c1=O | -4 | 101 | 1.2 | 10 | -1 | 9 | 2 | 1 | 17
COc1cc(NC(=S)NC(=O)CC(C)C)ccc1NC(=O)c1cc2ccccc2o1 | 5 | 124 | -1.2 | 6 | -2 | -1 | 0 | 1 | -24
O=C(NNc1nc2ccccc2s1)Nc1ccccc1 | 5 | 101 | -0.5 | -6 | -4 | 3 | 6 | -2 | 7
Oc1ccc(C[C@@H]2CNCCN2CC2CCCCC2)cc1 | 0 | · | -1.0 | · | -1 | 5 | · | 5 | 1
NC(=O)C1(N2CCCCC2)CCN(C(=O)CSc2nc(C(F)(F)F)cc(=O)[nH]2)CC1 | 16 | 88 | 1.3 | 41 | -2 | 6 | -16 | 7 | -21
COc1ccc(-c2cc(C)no2)cc1S(=O)(=O)Nc1ccc(NC(C)=O)cc1 | -6 | 102 | 0.8 | 28 | -10 | 0 | -6 | -3 | -4
Cc1cc(=O)oc(C)c1C(=O)NCC1COc2ccccc2O1 (centres undefined) | 4 | 103 | 0.1 | -2 | -6 | 3 | -4 | -11 | 4
CCc1cc(-c2n[nH]c(=S)n2C(C)c2ccccc2)cs1 (centres undefined) | -1 | 103 | -1.7 | 50 | 2 | 1 | -14 | -18 | 11
Clc1ccc(-c2nnc3c4ccccc4nc(N4CCOCC4)n23)cc1Cl | -10 | · | 1.4 | -7 | 6 | 5 | -4 | 2 | -26
CCOC(=O)C(C)Sc1nnc(CSc2nc3nc(C)cc(C)n3n2)o1 (centres undefined) | -5 | 101 | 1.1 | -2 | -4 | -1 | -11 | 2 | 16
CCCC[n+]1c(C)sc2ccc(C)cc21 | 2 | 99 | -1.4 | 21 | 2 | -1 | -12 | -5 | -16
O=C(Cc1cccc2ccccc12)Nc1cc(C(=O)O)cc(C(=O)O)c1 | -3 | 107 | -1.6 | 44 | -10 | 0 | 5 | 7 | 6
CCOn1c(=O)c(-c2ccc(Cl)cc2)[n+]([O-])c2ccccc21 | 4 | 97 | -1.3 | -2 | 5 | 0 | -11 | 5 | 2
COc1ccc(CNC(=O)c2c(O)c3cccc4c3n(c2=O)CCC4)cc1 | 10 | 96 | 4.9 | 11 | 11 | · | -12 | 1 | -14
O=C(Nc1ccc2c(c1)CCC2)C1CCCO1 (centres undefined) | 6 | 110 | -1.5 | 3 | -6 | 2 | 13 | -11 | -27
COc1ccc(/C=C/C(=O)NCCc2nc3ccccc3[nH]2)cc1 | -2 | 99 | 2.6 | 20 | -6 | 0 | -4 | · | -31
Cc1csc(NC(=O)CSc2nnc(-c3ccoc3C)n2CCc2ccccc2)n1 | -7 | 106 | -0.2 | 26 | -3 | 0 | -14 | 6 | 3
Cc1noc(C)c1COC(=O)c1cc(C)n(-c2ccccc2)c1C | -6 | 101 | -0.3 | 14 | -3 | -4 | -7 | 7 | 50*
CSc1nc(=O)n2cccc(C)c2n1 | 9 | 86 | -0.1 | -11 | -6 | 2 | -1 | 6 | -16
O=C(Nc1ccccc1)Nc1ccc(Cl)c(S(=O)(=O)N2CCOCC2)c1 | -16 | · | 16 | -10 | -3 | 3 | -3 | 6 | -2
COCCn1c(N)c(C(=S)NC(=O)c2cccs2)c(=O)[nH]c1=O | -10 | 103 | 6.0 | 20 | -6 | 4 | -10 | -4 | 3
CCOC(=O)c1c(-c2ccccc2)nnn1-c1nc(OCC)nc(N2CCCCC2)n1 | -1 | 103 | 0.4 | 0 | -4 | 0 | -3 | 0 | 5
O=c1ccc(-c2nc3cc(Cl)ccc3n2Cc2ccccc2)c[nH]1 | 8 | 104 | -3.8 | 18 | -3 | 6 | 0 | 0 | -23
CN(CC(=O)N(CCO)Cc1ccccc1)S(=O)(=O)c1ccc2c(c1)c(=O)n(C)c(=O)n2C | 4 | 98 | -1.9 | 38 | 5 | 1 | -1 | 5 | -1
Cc1ccc(C)c2[nH]c(=O)c(CCNC(=O)c3ccc(S(=O)(=O)N(C)C)cc3)cc12 | 1 | 92 | -2.7 | 26 | 2 | -1 | -14 | -1 | -4
CCCNC(=O)C1CCN(S(=O)(=O)c2c(C)noc2/C=C\c2ccc(OC)cc2)CC1 | -1 | 110 | -5.1 | -7 | · | -2 | 7 | 0 | 9
CCCCC(CCC(=O)Nc1nccs1)C(=O)O (centres undefined) | -3 | 100 | -0.2 | 8 | -3 | 1 | -2 | 3 | 1
c1cncc(-c2noc(-c3cccc4ccccc34)n2)c1 | -7 | 101 | -0.9 | 10 | -2 | -7 | 0 | 0 | -13
Cc1ccc(Nc2nnc(SCC(=O)c3ccc(Br)s3)s2)c(C)c1 | -12 | 72*[inhibitor] | 1.2 | -13 | -3 | 3 | 5 | 0 | -15
CCC(C)N1CC(=O)N2Cc3[nH]c4ccccc4c3C[C@H]2C1=O (some centres undefined) | -18 | 112 | 8.9 | 30 | -10 | -1 | -3 | -2 | -24
CC(=O)CSc1nc2ccc(Nc3nc(N4CCOCC4)nc(N4CCOCC4)n3)cc2s1 | -6 | 105 | 0.2 | 31 | -4 | 1 | -14 | 2 | 17
CC1CCN(C(=O)C2CCN(c3nnc(-n4cccc4)s3)CC2)CC1 | -7 | 101 | -1.8 | 19 | -7 | 2 | -10 | 2 | 10
CC(NS(=O)(=O)c1ccc(Br)cc1)C(=O)NCC1CCCO1 (centres undefined) | 8 | 99 | -0.1 | 35 | -7 | 2 | -10 | -1 | -1
CC1CCCCC1NC(=O)c1ccco1 (centres undefined) | 9 | · | -2.6 | · | -2 | · | · | 5 | 1
O=C(CC1(CC(=O)N2CCOCC2)CCCC1)Nc1ccc(F)cc1 | -3 | · | 0.2 | · | -2 | 3 | · | 3 | -2
CC(=O)OC/C=C(\C)CCC=C(C)C | 0 | · | 5.2 | · | -4 | 7 | · | 5 | 18
CCN(CC)CCNC(=O)c1ccc(NC(=O)c2cc(-c3ccco3)nc3ccccc23)cc1 | -3 | 98 | -1.6 | 10 | -2 | 3 | 1 | 3 | -8
C[C@@H]1CN([C@H](C)CO)C(=O)c2cc(NC(=O)Nc3ccc(C(F)(F)F)cc3)ccc2O[C@H]1CN(C)S(=O)(=O)c1ccc(Cl)cc1 | 0 | · | 2.0 | · | -3 | 5 | · | -1 | -3
CCC(c1nnnn1Cc1ccco1)N(CCc1ccccc1)Cc1cc2cccc(C)c2[nH]c1=O (centres undefined) | 10 | 101 | 1.1 | 4 | -4 | -1 | -3 | -4 | -3
Cc1cc(/C=C(\C#N)C(=O)Nc2ccccc2)c(C)n1-c1ccc(C(=O)O)cc1 | 6 | 102 | 1.8 | 3 | -6 | 2 | -15 | 5 | 2
OC(CNCc1ccc2c(c1)OCO2)COc1ccc(F)cc1 (centres undefined) | -6 | 102 | -2.1 | 32 | -3 | -1 | -9 | 5 | -5
CCOCCn1c(CN2CCN(C(c3ccccc3)c3ccccc3)CC2)nc2c1c(=O)n(C)c(=O)n2C | -1 | 99 | -0.7 | 28 | -9 | -3 | -2 | 1 | 23
CC(=O)Nc1ccc(S(=O)(=O)NCC(=O)OCC(=O)NC23CC4CC(CC(C4)C2)C3)cc1 | -2 | 98 | 0.1 | 1 | 1 | 5 | -12 | 6 | 7
CC(C)(Oc1ccc(Cl)cc1)C(=O)OCn1nnc2ccccc2c1=O | -1 | 96 | 0.8 | -18 | · | 3 | -10 | 4 | 21
Cc1cc2c(cc1C)N(C(=O)CCl)CCN2C(=O)CCl | 9 | · | -0.6 | · | -7 | · | · | 0 | -13
CS(=O)(=O)c1ccc(Cl)c(NC(=O)CN2CCN(S(=O)(=O)/C=C/c3ccccc3)CC2)c1 | -9 | · | 1.7 | · | -2 | · | · | -2 | 3
O=C(Nc1nccs1)c1cc(N2CCOCC2)nc2ccccc12 | -3 | 99 | -0.8 | 18 | -3 | 0 | -5 | 1 | -12
CC(Oc1ccccc1Cl)C(=O)N1CCCN(C)CC1 (centres undefined) | 3 | 99 | 1.4 | · | 3 | -2 | -5 | 1 | 25
CCN(CC)CCn1c2c(c(SCC(=O)Nc3nc4ccccc4s3)nc1=O)CCCC2 | -1 | · | -1.3 | · | -5 | 5 | · | 1 | -13
CCOC(=O)C(=O)N(Nc1ccc(C)cc1)c1ccc(C)cc1 | -2 | 100 | -1.0 | -5 | -4 | -2 | -3 | 6 | -18
CCOC(=O)CC1C(=O)NCCN1C(=O)NC1CCCCC1 (centres undefined) | -17 | 99 | 2.8 | 11 | -1 | 13 | 4 | -4 | 7
CCN1CCN(c2ccc(NC(=O)Cc3ccccc3)cc2)CC1 | -6 | 108 | 0.3 | -36 | -1 | 1 | 0 | 1 | -7
CC(C)(C)OC(=O)N[C@@H](Cc1ccccc1)C(=O)N1CCC(C(=O)NCC(=O)O)CC1 | -3 | 101 | 1.3 | 37 | -4 | 5 | -7 | 3 | -10
CC1(c2ccc(OC(F)F)cc2)NC(=O)N(CC(=O)NC2CCCCC2)C1=O (centres undefined) | 17 | 99 | 3.9 | 5 | -5 | 2 | -3 | 0 | -11
CN(CC(=O)Nc1ccc(C#N)cc1)Cc1ccc(Cl)cc1 | -14 | 97 | -1.7 | 7 | -5 | -2 | -7 | 2 | 13
O=C(NCc1ccccc1)c1ccc2c(=O)n(CCCN3CCCC3=O)c(=S)[nH]c2c1 | 11 | 100 | 1.3 | 0 | -2 | -2 | 1 | 6 | 8
Cc1cccc(NC(NC(=O)c2ccccc2[N+](=O)[O-])C(Cl)(Cl)Cl)c1 (centres undefined) | -10 | 101 | -0.3 | -25 | -8 | 5 | -4 | 4 | 1
Nn1c(-c2cccs2)nc2sc3c(c2c1=O)CCCC3 | 4 | 99 | 1.9 | 21 | -2 | 2 | -8 | 5 | -23

New compounds follow.
SMILES | M4 PAM | MEKK3 PB1 HTS | CRFR2-BP ag | PHOSPHO1 block | GalR3 antagonist | IDE inh | p-CIP stab down | IDE act | CRFR2-BP antag
Cc1ccc(C(=O)OC/C(O)=C(\C#N)c2nc3ccccc3[nH]2)cc1S(=O)(=O)N1CCOCC1 | -6 | 105 | 2.2 | -4 | 0 | 1 | -5 | -2 | -15
c1ccc(NCCSc2nc3ccccc3s2)cc1 | 9 | · | -0.2 | · | -4 | · | · | 3 | -12
CCn1c(=O)c(C(=O)NNC(=O)c2ccccc2Br)c(O)c2ccccc21 | -2 | 97 | 23 | 20 | -8 | 3 | -4 | -4 | 7
COc1ccc(S(=O)(=O)N(CC(=O)O)c2ccccc2)cc1 | 22* | 99 | -0.1 | 11 | -2 | -1 | 5 | -2 | -10
Cc1ccccc1C(=O)NC(CC(C)C)C(=O)OCc1cc(=O)n2cc(Br)ccc2n1 (centres undefined) | -1 | 110 | -5.0 | -3 | 3 | 5 | 4 | 3 | -20
